# Assay outcomes deposited in PubChem by several laboratories.
# ANO1 block = mouse TMEM16A channel inhibition, primary screen; HEK293 TMEM16A/YFP iodide influx fluorescence, ionomycin; normalized B-score (activity score, 25-100; higher = stronger inhibition) at 10 µM; 1.2% of 310,000 active; AID 588511;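 active = ratio plate-corrected score three or more library SD toward inhibition, starting fluorescence score within five deviations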;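 also: score derived from kinetic fluorescence span divided by baseline fluorescence per well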
# TRPC4 potent = TRPC4 (mouse) allosteric potentiation; HEK293 TRPC4beta/mu-opioid, DAMGO EC20, Fluo-4 Ca2+ flux; hits give high values; B-score at 10 µM; 0.42% of 310,000 active; AID 2227;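 active = B-score of calcium response area above 5 SD of library B-scores, with initial fluorescence ratio within 5 SD of library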;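 also: B-score of integrated fluorescence ratio over time as area under calcium response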
# TRPC4 act = opens the mouse TRPC4 cation channel | B-score at 10 µM | Q9QUQ5 | 0.49% of 310,000 active | AID 2237 | HEK293 TRPC4beta/mu-opioid, Fluo4 calcium fluorescence; hits give high values;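 active = B-score above 5 SD of library B-scores, and initial fluorescence ratio not above library mean plus 5 SD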;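 also: positive B-score marks a calcium rise read as TRPC4 activation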
#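 Material: HEK293 stable line with TRPC4beta plus mu-opioid receptor; technique: Fluo4 calcium-sensitive dye fluorescence, kinetic, 1 Hz baseline; timing: Fluo4 dye loading 45 min at room temperature, 110 s recording; controls: assay buffer as low control, maximal DAMGO as high control; read-out: integrated baseline-normalised fluorescence ratio, converted to per-well B score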
# KCNQ1 inh = human KCNQ1 channel inhibition | 1.3% of 310,000 active | B-score at 10 µM | P51787 | CHO-K1 KCNQ1, FluxOR thallium flux fluorescence; hits give high values;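 active = compounds whose thallium flux B-score, printed positive for inhibition, exceeds three library SD while starting fluorescence stays within three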;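 also: channel opened by potassium depolarization with thallium stimulus after 20 min compound exposure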
# KCNK3 inh = human KCNK3 channel inhibition, primary screen; CHO-KCNK3 thallium flux, FluxOR fluorescence; hits give low values; 0.84% of 340,000 active; O14649; B-score at 10 µM;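 active = B-score under library mean minus 4 SD, starting fluorescence ratio at most library mean plus 5 SD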;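 also: more negative B-score means stronger inhibition of thallium flux through KCNK3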
# KCNK9 inh = human KCNK9 channel inhibition; AID 488922; B-score at 10 µM; HEK293 KCNK9, FluxOR thallium flux fluorescence; hits give low values; 1.2% of 310,000 active;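 active = ratio B-score over 3 SD below the library mean, with starting fluorescence within 5 SD of its mean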;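 also: negative B-score means less thallium flux so channel inhibition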
# Target sequence (Q9NPC2 whole entry, looked up): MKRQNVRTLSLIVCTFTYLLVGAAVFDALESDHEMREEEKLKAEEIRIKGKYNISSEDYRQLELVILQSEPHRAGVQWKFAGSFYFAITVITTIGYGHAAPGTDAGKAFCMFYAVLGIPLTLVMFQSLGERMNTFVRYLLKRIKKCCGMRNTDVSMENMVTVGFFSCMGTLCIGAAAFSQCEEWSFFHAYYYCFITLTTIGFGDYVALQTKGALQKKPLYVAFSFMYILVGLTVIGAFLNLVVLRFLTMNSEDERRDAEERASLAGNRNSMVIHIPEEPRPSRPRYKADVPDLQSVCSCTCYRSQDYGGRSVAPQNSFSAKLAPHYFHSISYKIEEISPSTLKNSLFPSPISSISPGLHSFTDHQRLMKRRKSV
# KCNQ1 pot = potentiates or activates the human KCNQ1 potassium channel. CHO-K1 KCNQ1, thallium flux FluxOR fluorescence; hits give high values. P51787. B-score at 10 µM. 0.35% of 310,000 active;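 active = fluorescence ratio B-score, a plate-corrected score, at least three library SD, with initial intensity B-score within 5 SD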
#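 Assay system: CHO-K1 cells stably expressing KCNQ1; Medium: assay buffer with matched DMSO; Also added: K+/Tl+ depolarizing stimulus; Dosing: single dose; Timing: dye 90 min, compound 20 min, room temperature; Measured by: kinetic FluxOR thallium fluorescence, 10-s 1-Hz baseline, 110-s post-stimulus read; Read-out: peak-minus-minimum fluorescence over initial fluorescence, negative-control normalized, B-scored.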
# HDAC3 inh = inhibitors of human histone deacetylase 3 | O15379 | recombinant HDAC3, fluorogenic peptide/trypsin coupled, fluorescence | inhibition, % at 8.3 µM | 0.15% of 320,000 active | AID 2718; in the data active = inhibition above about 26%, passing the limit was not always enough
# Target sequence (O15379 whole entry, looked up): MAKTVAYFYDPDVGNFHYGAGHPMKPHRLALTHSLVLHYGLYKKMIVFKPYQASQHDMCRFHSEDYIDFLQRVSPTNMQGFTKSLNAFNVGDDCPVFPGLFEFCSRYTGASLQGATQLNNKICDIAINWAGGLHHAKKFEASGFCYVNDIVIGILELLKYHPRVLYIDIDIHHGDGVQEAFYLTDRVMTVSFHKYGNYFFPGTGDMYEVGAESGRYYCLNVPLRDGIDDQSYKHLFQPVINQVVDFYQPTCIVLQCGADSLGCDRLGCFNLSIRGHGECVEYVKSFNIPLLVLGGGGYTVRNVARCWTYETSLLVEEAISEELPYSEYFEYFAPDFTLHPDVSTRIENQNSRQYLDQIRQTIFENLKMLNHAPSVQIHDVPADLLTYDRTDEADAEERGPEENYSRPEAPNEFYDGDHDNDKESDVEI
# ANO1 activ = activates or potentiates the mouse TMEM16A chloride channel; AID 623877; HEK293 TMEM16A/YFP-H148Q/I152L, iodide quench fluorescence; hits give low values; B-score at 10 µM; 0.3% of 340,000 active;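 active = fluorescence-ratio B-score plate-corrected deviation score at least 3 library SD below zero, with starting fluorescence score within 5 deviations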;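 also: channel opened by trigger with iodide after compound preincubation; score built on the fluorescence ratio of max minus min over baseline; more negative score means more quench and so TMEM16A activation or potentiation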
# Dyrk1A ADPGlo = blocks rat Dyrk1A kinase activity; Q63470; ADP-Glo luminescence, NFATc1 peptide; inhibition, % at 12.5 µM; 0.43% of 310,000 active; AID 504441; in the data active = inhibition above about 50%;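 also: plate controls were vehicle with enzyme for no effect and no enzyme for full effect; many of its hits are not listed in these tables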
# hERG protect = shields human hERG channel from block by proarrhythmic agents | CHO-hERG, FluxOR thallium flux, dofetilide IC70 present | activation (rescue from dofetilide block), less the hit threshold, % at 10 µM | 0.51% of 310,000 active;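 active = activation above the mean of controls blocked by dofetilide plus 5 SD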;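 also: thallium influx through hERG after potassium depolarization seen as dye fluorescence rise; in these data hits start at about 4.7%; inactives centre near -7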
# Active calls of the source: *; i = inactive; / = no result given. The list is partial. The share of hits here may be higher or lower than overall.
canonical_smiles	ANO1 block	TRPC4 potent	TRPC4 act	KCNQ1 inh	KCNK3 inh	KCNK9 inh	KCNQ1 pot	HDAC3 inh	ANO1 activ	Dyrk1A ADPGlo	hERG protect
Cc1ccc(CCNC(=O)C2CCN(S(=O)(=O)c3cccc4cccnc34)CC2)cc1	i	i	i	i	i	i	i	-2	i	/	-8
C=CCn1c(SCc2c(C)noc2C)nc2sc3c(c2c1=O)CCC(C)C3 (stereo not drawn)	i	i	i	i	i	i	i	0	i	-2	0
O=S(=O)(NN=C1CCCCCC1)c1ccc(Cl)cc1	i	i	i	i	i	i	i	-7	i	2	-9
CC(C)(C)OC(=O)N1CCC(NC(=O)c2nc[nH]c2C(=O)NCC(=O)OCc2ccccc2)CC1	i	i	i	i	i	i	i	6	i	7	-25
Cc1ccc(-c2noc(CN3CCC(C(N)=O)CC3)n2)cc1	i	i	i	i	i	i	i	0	i	3	-7
CCCC(=O)Nc1cc(C)c(NC(=O)c2ccco2)cn1	i	i	i	i	i	i	i	0	i	-3	-6
Cc1ccc(-n2ncc3c2CCCC3NC(=O)CCCN2CCCCC2=O)cc1C (stereo not drawn)	i	i	i	i	i	i	i	5	i	-1	-8
Cc1cccc(OCC(=O)OC(C)CN2CCCCC2)c1 (stereo not drawn)	i	i	i	i	i	i	i	-5	i	-3	-15
CNC(=S)N1CCc2ccccc2C1	i	i	i	i	i	i	i	-1	i	4	-8
O=S(=O)(Nc1ccncc1)c1cc(Cl)ccc1Cl	i	i	i	i	i	i	i	4	i	0	-12
Cc1ccc(C(=O)CSc2n[nH]c(-c3ccco3)n2)cc1C	i	i	i	i	i	i	i	-1	i	4	-14
COc1cc(/C=C2\C(=N)N3N=C(S(C)(=O)=O)SC3=NC2=O)ccc1OCCOc1ccccc1C	100*	i	i	6*	i	i	i	-10	i	-1	-8
COc1ccc(/C=N/n2c(SC)nnc2-c2ccccc2)cc1C	i	34*	i	i	i	i	i	10	i	-2	-6
CCCCN(C)C(=O)C1CCCN(S(=O)(=O)c2ccc3c(c2)oc(=O)n3C)C1 (stereo not drawn)	i	i	i	i	i	i	i	-9	i	4	-8
O=C(c1ccc2nc(N3CCOCC3)sc2c1)N1CCCC1	i	i	i	i	i	i	i	2	i	1	-7
O=C(NCc1ccc2c(c1)OCO2)c1c(O)nc2sccn2c1=O	i	i	i	i	i	i	i	/	i	-1	-5
Cc1c(C(C)(C)C)s/c(=N/S(=O)(=O)c2ccccc2)n1C	100*	i	i	i	i	i	i	-2	i	-4	-3
c1coc(C2OCC3(CO2)COC(c2ccco2)OC3)c1 (stereo not drawn)	i	i	i	i	i	i	i	-4	i	/	-10
COCc1[nH]nc2c1C1(C(=O)N(C)c3ccccc31)C(C#N)=C(N)O2 (stereo not drawn)	i	i	i	i	i	i	i	6	i	3	-5
CCOC(=O)c1c(S(=O)(=O)NCC(=O)Nc2cc(C)ccn2)c(C)n(C)c1C	i	i	i	i	i	i	i	3	i	0	-9
S=c1[nH]cc(-c2ccc(Cl)cc2)n1-c1ccccc1	i	i	i	i	i	i	i	/	i	-4	-2
COc1ccc(OC)c(CN2CCN(S(=O)(=O)c3ccccc3)CC2)c1	i	i	i	i	i	i	i	1	i	8	-4
CCOC(=O)c1ccc(NC(=O)CN2C(=O)CSCC2=O)cc1	i	i	i	i	i	i	i	0	i	-1	-2
CN(C)C(=O)c1ccc(NC(=O)c2cc(-c3ccco3)nc3ccccc23)cc1	i	i	i	i	i	i	i	1	i	-8	-15

# Exported with two lines to a compound: 3 of the compounds above.
# Every second line gives: ANO1 block | TRPC4 potent | TRPC4 act | KCNQ1 inh | KCNK3 inh | KCNK9 inh | KCNQ1 pot | HDAC3 inh | ANO1 activ | Dyrk1A ADPGlo | hERG protect
CCOC(=O)c1c(S(=O)(=O)NCC(=O)Nc2cc(C)ccn2)c(C)n(C)c1C
  i | i | i | i | i | i | i | 3 | i | 0 | -9
S=c1[nH]cc(-c2ccc(Cl)cc2)n1-c1ccccc1
  i | i | i | i | i | i | i | / | i | -4 | -2
COc1ccc(OC)c(CN2CCN(S(=O)(=O)c3ccccc3)CC2)c1
  i | i | i | i | i | i | i | 1 | i | 8 | -4

# Looked up above.
# `O=C(NCc1ccc2c(c1)OCO2)c1c(O)nc2sccn2c1=O` – hERG protect = -5
# `CCOC(=O)c1ccc(NC(=O)CN2C(=O)CSCC2=O)cc1` – hERG protect = -2

# The list continues.
canonical_smiles	ANO1 block	TRPC4 potent	TRPC4 act	KCNQ1 inh	KCNK3 inh	KCNK9 inh	KCNQ1 pot	HDAC3 inh	ANO1 activ	Dyrk1A ADPGlo	hERG protect
CC(=O)NC12CC3CC(C1)CC(C(=O)OCC(=O)NC(=O)c1cccn1C)(C3)C2	i	i	i	i	i	i	i	2	i	-2	-12
Cc1ccsc1C1NC(=O)c2ccccc2N1 (stereo not drawn)	i	i	i	i	i	i	i	1	i	12	-7
Cc1ccc(CNc2ccc3c(c2)ncn3C(C)(C)C)cc1	i	21*	i	i	i	i	i	/	i	/	-11
O=S1(=O)OCCC(c2ccccc2)N1Cc1ccccc1 (stereo not drawn)	i	i	i	i	i	i	i	-1	i	8	1
O=C(O)C1CCN(C(=O)c2ccccc2C(=O)N2CCC(C(=O)O)CC2)CC1	i	i	i	i	i	i	i	1	i	3	-2
C#CCOCCOCCOCCNc1nc(N2CCN(C(=O)[C@H]([C@@H](C)O)n3cc(CCCCN)nn3)CC2)nc(N2CCN(C(=O)[C@H](CCCCN)n3cc(CCCC)nn3)CC2)n1	i	/	/	/	i	/	/	4	i	2	/
CC(=O)C1=C(O)C(=O)N(CCN2CCOCC2)C1c1ccc(N(C)C)cc1 (stereo not drawn)	i	i	i	i	i	i	i	7	i	4	-6
COc1cccc(C(=O)NCC(=O)OCC(=O)Nc2cc(OC)c([N+](=O)[O-])cc2C)c1	i	i	i	i	i	i	i	-3	i	8	-10
Cc1nc(C)n(C(C)CNS(=O)(=O)c2ccc(Cl)cc2)n1 (stereo not drawn)	i	i	i	i	i	i	i	-13	i	3	-2
C=CCNC(=O)[C@@H]1CSC2c3ccc(OC)c(OC)c3C(=O)N21 (stereo partly drawn)	i	i	i	i	i	i	i	1	i	/	-6
CC1(C(=O)Nc2nnc(SCc3ccccc3)s2)Cc2ccccc2C(=O)O1 (stereo not drawn)	i	i	i	i	i	i	i	-5	i	6	-12
CCOC(=O)C1C(=O)CC(C)(O)C(C(=O)OCC)C1c1ccc([N+](=O)[O-])cc1 (stereo not drawn)	i	i	i	i	i	i	i	/	i	6	-2
CC1CCCCC1NC(=S)Nc1cccc(S(=O)(=O)N(C)C)c1 (stereo not drawn)	i	i	i	i	i	i	i	0	i	2	-13
CCOC(=O)c1ccc2c(c1)C(=O)N(C1CCCCC1)C2=O	i	i	i	i	i	i	i	-3	i	-3	-12
COCCNC(=O)c1cc(-c2ccc(-c3ccccc3)cc2)nc2ccccc12	i	i	i	i	i	i	i	-4	i	-1	-10
O=C(CN1C(=O)C2(OCCCO2)c2ccccc21)NCCc1ccccc1	i	i	i	i	i	i	i	5	i	-1	-5
O=C(OCC(=O)N1CCCc2ccccc21)c1ccc(S(=O)(=O)C(F)F)cc1	i	i	i	i	i	i	i	4	i	-3	-20
Nc1nc(NCCOCCO)nc(N2CCCCCC2)c1[N+](=O)[O-]	i	i	i	i	i	i	i	0	i	9	-9
COC(=O)c1ccc(SC)cn1	i	i	i	i	i	i	i	-5	i	-2	-6
CCN(CC)S(=O)(=O)c1ccc(N(C)C)c(NC(=O)CC(NC(C)=O)c2ccccc2)c1 (stereo not drawn)	i	i	i	i	i	i	i	-11	i	/	-8
COc1cc(NC(=O)c2oc3ccccc3c2C)ccc1NC(=O)c1ccco1	i	i	i	i	i	i	i	1	i	-1	-17
CC(C)(C)c1cc(C(=O)C[n+]2ccc(C(=O)NCCCO)cc2)cc(C(C)(C)C)c1O	i	i	i	i	i	i	i	1	i	12	-9
N#CC(C(N)=O)=C1CCCCC1	i	i	i	i	i	i	i	-2	i	1	-6
Cc1ccc(C)c(CSc2ccc3nnc(-c4ccccn4)n3n2)c1	i	i	i	i	i	i	i	5	i	4	-8
CC(C)(C)OC(=O)N1CCC(c2c(C(=O)N3CCN(C(=O)c4ccco4)CC3)cnn2-c2ccc(F)cc2)CC1	i	i	i	i	i	i	i	0	i	0	-6
O=C(COC(=O)C1CCCC1)NCc1ccc(Cl)cc1	i	i	i	i	i	i	i	-7	i	2	-8
COc1ccc(C2C(C#N)=C(N)Oc3cc(N)ccc32)cc1OC (stereo not drawn)	i	i	i	i	i	i	i	5	i	-1	-14
CN(C)c1cc(-c2ccc([N+](=O)[O-])cc2)oc(=O)c1Cl	i	i	i	i	i	i	i	6	i	/	-7
CC1(C)C2CC=C(/C=N/NC(=O)c3ccccc3O)C1C2 (stereo not drawn)	i	i	i	i	i	i	i	-2	i	-5	-4
CCOc1cc(C=O)ccc1OCc1cc(=O)n2cc(C)ccc2n1	i	i	i	i	i	i	i	-1	i	7	-16
CCc1ccc(NC(=O)C2CCN(S(=O)(=O)c3ccc4[nH]c(=O)ccc4c3)CC2)cc1	i	i	i	i	i	i	i	6	i	4	-7
Cn1cc(CN2CCC(C(=O)N3CCCCC3)CC2)c(-c2ccccc2F)n1	i	i	i	i	i	i	i	-7	i	21	-9
CCc1ccc(NC(=O)COc2coc(CN3CCN(c4ccccc4)CC3)cc2=O)cc1	i	i	i	i	i	i	i	2	i	-7	-10
COCCN(CC(=O)Oc1ccccc1P(=O)(OC)OC)Cc1ccccc1	i	i	i	i	i	i	i	-1	i	/	-6
COc1cccc(NC(=O)N2CCC(N3CCCCC3)CC2)c1	i	i	i	i	i	i	i	2	i	4	-4
COc1ccc(NC(=O)C(Cc2ccccc2)n2cccc2)c(OC)c1 (stereo not drawn)	i	i	i	i	i	i	i	-1	i	3	-12
Cc1cc(Br)c2c(c1)/C(=C/C(=O)c1cccs1)C(=O)N2	i	i	i	i	i	i	i	3	i	8	-8
O=C(N/N=C\c1cccs1)c1sccc1-n1cccc1	i	i	i	i	i	i	i	4	i	6	1
CC(C)CNC(=O)[C@@H]1CSC2c3ccccc3C(=O)N21 (stereo partly drawn)	i	i	i	i	i	i	i	10	i	-2	-5
